# FadD28 FP inh: inhibitors of FadD28 bisubstrate probe binding, primary screen, biochemical, fluorescence polarization, single point | Mycobacterium tuberculosis FadD28 fatty-acid-AMP ligase | inhibition, % at 12.5 µM | actives 0.22% (n = 360,000) | AID 588549, 2011; in the data active = inhibition above about 8.5%, passing the limit was not always enough; inconclusive = no clear call, values can overlap the other calls
# BioA inh: M. tuberculosis BioA enzyme inhibitors, primary screen, biochemical, plate reader, single point, HTS; 7,8-diaminopelargonic acid synthase BioA (Mycobacterium tuberculosis); purified M. tuberculosis BioA enzyme; inhibition, % at 9.99 µM; actives 0.096% (n = 360,000); AID 602481, 2012; in the data active = inhibition above about 40%; inconclusive = no clear call, values can overlap the other calls
# Mtb UGM inh: M. tuberculosis UGM enzyme inhibitors, primary screen, biochemical, fluorescence polarization, single point. purified UGM, fluorescence polarization probe displacement. inhibition, % at 10 µM. actives 0.06% (n = 320,000); in the data active = inhibition above about 10%, passing the limit was not always enough; inconclusive = no clear call, values can overlap the other calls
# TcdB GH inh: TcdB glycohydrolase inhibitors, primary screen, biochemical, single point, plate reader. TcdB glycohydrolase enzymatic assay. inhibition, % at 9.99 µM. actives 0.24% (n = 350,000). Toxin B (Clostridioides difficile), P18177; in the data active = inhibition above about 10%
# GDH-TPI inh: GDH-TPI coupling enzyme inhibitors, primary screen, artefact control for M. tuberculosis FBA inhibitor project, biochemical, absorbance, full deck | GDH-TPI coupled enzyme counterscreen, NADH absorbance | inhibition, % at 4.8 µM | actives 1.2% (n = 360,000); in the data active = inhibition above about 30%;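 also: 0% = DMSO wells and 100% = wells lacking the enzyme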
# Y pestis TopoI: Yersinia pestis topoisomerase I inhibitors, primary screen, biochemical, cleavage product accumulation, plate reader, single point | DNA topoisomerase I (Yersinia pestis CO92) | Y. pestis Topo-I cleavage product accumulation | activity, % at 10 µM | actives 0.064% (n = 360,000) | AID 504884, 2011; in the data active = activity above about 50%, passing the limit was not always enough; inconclusive = no clear call, values can overlap the other calls; also: inactives centre near 2
# Mtb FBA inh: Mtb FBA enzyme inhibitors, primary screen, biochemical, fluorescence, strain H37Rv. Fructose-bisphosphate aldolase (Mycobacterium tuberculosis (strain ATCC 25618 / H37Rv)), …. inhibition, % at 1 µM. purified M. tuberculosis FBA, fluorescence read-out. actives 2.3% (n = 360,000); in the data active = inhibition above about 27%;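 also: 0% = vehicle and 100% = reference inhibitor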
# PfHsp40 rescue: rescue of yeast from PfHsp40 toxicity, primary screen, S. cerevisiae, ATP luminescence. S. cerevisiae expressing PfHsp40, growth rescue. growth rescue, % at 12.5 µM. actives 0.68% (n = 340,000); in the data active = growth rescue above about 28%, passing the limit was not always enough; inconclusive = no clear call, values can overlap the other calls;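 also: yeast W303a lacking pdr1 and pdr3 grown in galactose medium; growth measured after three days at 30 °C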
# BH1578 lux ind: inducers of Vibrio cholerae quorum light production without autoinducers, primary screen, BH1578 luxS cqsA deficient, single point. actives 0.16% (n = 350,000). V. cholerae BH1578 lux reporter, luminescence, 6 h. activation, % at 18.7 µM; in the data active = activation mostly above about 9.7%, no sharp cut-off; inconclusive = no clear call, values can overlap the other calls; inactive = mostly below about 3.7%; also: not every result past the cut was called active; inactives centre near 0; reference of the scale not given here
# * hit, by the source's call; i = inactive; ? = inconclusive; / = no result given; + = active, no number.
SMILES,FadD28 FP inh,BioA inh,Mtb UGM inh,TcdB GH inh,GDH-TPI inh,Y pestis TopoI,Mtb FBA inh,PfHsp40 rescue,BH1578 lux ind
COc1cccc(N2C(=NC(=O)CCc3ccccc3)SC3CS(=O)(=O)CC32)c1 (configuration not stated),-1.1,-0.8,-4.2,0.4,-3,1,-5,2.0,0.4
O=S(=O)(Nc1nccs1)c1ccc2c(c1)OCCO2,1.1,-2.3,2.9,/,3,-6,2,-1.1,-0.4
N#C/C(=C\c1ccccc1)C(=O)NC(=O)Oc1ccccc1,-0.3,/,2.8,-2.9,-2,0,-3,-0.4,i
Cc1ccc(C(C)C)c(OCC#CCN2CCCC2)c1,-5.6,-1.4,0.6,1.1,1,13,-3,-0.2,-0.9
COc1ccc(CCNC(=O)C2CCN(S(=O)(=O)c3cccs3)CC2)cc1OC,-2.4,/,1.6,0.9,4,-14,0,-0.1,i
S=c1[nH]cc(-c2ccccc2)[nH]1,-3.0,/,2.6,5.2,-4,7,53*,0.5,i
Cc1ccc(-c2cc(C(=O)NCCCN3CCOCC3)c3ccccc3n2)cc1C,-5.5,5.5,1.7,1.0,7,16,66*,-0.1,-0.4
Cc1ccc(-n2ncc3c2CC(C)(C)CC3NC(=O)CCN2CCCO2)cc1 (configuration not stated),-0.5,1.0,-0.2,1.5,8,-1,5,0.2,i
Cc1ccc(C)c2nc3sc(C(=O)N4CCCc5ccccc54)c(N)c3cc12,0.8,-1.6,1.9,/,10,12,-2,-0.4,-2.3
COc1ccc(N2CCN(C(=O)Cc3ccc(OC)c(OC)c3)CC2)cc1,-1.2,0.6,-1.0,3.3,3,1,4,2.2,0.0
CC(C)CC(c1nnnn1CC1CCCO1)N1CCN(C2CCCC2)CC1 (configuration not stated),-2.3,0.1,/,/,5,-6,1,?,-0.6
O=C1c2ccccc2-c2onc3ccc(NCc4ccco4)c1c23,12*,-6.7,12*,/,19,33,-5,2.0,i
COc1cc(C(=S)N2CCCCC2)ccc1OCC(=O)N1CCCC1,-1.3,0.6,0.6,/,3,0,-7,0.2,-2.9
Fc1cc(F)cc(NC(=S)NN2CCOCC2)c1,-2.3,/,2.7,-1.8,7,-5,3,-0.6,i
O=C(Nc1ccccc1)C1CCCN1S(=O)(=O)c1ccc(Br)cc1 (configuration not stated),-0.6,1.0,-4.4,1.0,4,-2,-1,1.7,i
c1ccc(N2CCN(Cc3ccsc3)CC2)nc1,-0.8,-0.6,-1.9,0.5,2,8,2,-0.5,i
O=C(COC(=O)CC1CCCC1)Nc1ccccc1[N+](=O)[O-],-2.0,-3.2,2.8,1.3,16,-2,4,4.5,0.3
COc1ccc(C(CNC(=O)c2ccc(Br)o2)N2CCN(C)CC2)cc1 (configuration not stated),-1.4,0.2,2.5,1.2,3,-3,2,-0.1,i
CC(C)CCNC(=O)CN(C(=O)CCC(=O)Nc1nccs1)C1CCCCC1,-2.4,/,-0.9,0.2,-7,-3,1,0.0,-0.2
NC(=O)c1cc(S(=O)(=O)NCCCc2ccccc2)cs1,-3.1,1.8,-1.3,1.9,8,6,-1,-0.5,i
CCOc1ccccc1OCC(=O)NNC(=S)NC1CCCCC1,-1.1,/,1.5,1.6,3,-2,0,1.2,i
O=C(NCCCN1CCOCC1)c1cc(-c2ccccc2)nc2ccccc12,-1.5,0.5,-1.0,1.3,8,-4,2,0.5,-1.9
COc1cccc(CN(C)C(=O)c2ccc(COc3ccc(Cl)cc3)cc2)c1OC,-3.6,-2.7,-0.7,0.1,0,17,-2,12,-4.8
Cc1cccc(N2C(=O)NC(=O)/C(=C/c3ccc(N4CCOCC4)cc3)C2=O)c1,-1.4,/,1.4,-1.7,21,10,0,0.2,3.0
C[C@]12CC[C@H](O)CC1=C([N+](=O)[O-])CC1C2CC[C@@]2(C)C1CC[C@@H]2O (some centres not stated),-3.1,0.9,4.3,1.0,2,-1,-1,-1.0,-8.3
COc1ccc(CNC(=O)c2n[nH]c3ccccc23)cc1OC,0.7,-0.2,-3.9,5.1,0,-3,1,-0.1,-0.4
COc1ccc(C(=O)/C=C/C(=O)N(CC(=O)NC2CCCCC2)Cc2cccs2)c(O)c1,-6.0,/,0.4,-1.5,-5,13,-6,8.5,-1.4
O=c1[nH]c(/C=C\c2ccc(O)c(O)c2)nc(O)c1[N+](=O)[O-],-0.1,-2.2,1.3,5.7,30,-8,-6,-0.7,-0.2
O=C(Nc1ccccc1C(=O)N/N=C/c1ccncc1)c1ccccc1,-6.9,14,2.7,0.8,4,-1,-2,-6.6,i
CC(=O)Nc1ccc(NC(=O)C23CC4CC(C2)CC(n2cnc(Br)n2)(C4)C3)cc1,-2.9,/,1.9,0.2,-4,1,1,-0.2,-9.1

# Exported as labelled records: 2 of the compounds above
CCOc1ccccc1OCC(=O)NNC(=S)NC1CCCCC1
  FadD28 FP inh: -1.1
  BioA inh: /
  Mtb UGM inh: 1.5
  TcdB GH inh: 1.6
  GDH-TPI inh: 3
  Y pestis TopoI: -2
  Mtb FBA inh: 0
  PfHsp40 rescue: 1.2
  BH1578 lux ind: i

COc1ccc(C(CNC(=O)c2ccc(Br)o2)N2CCN(C)CC2)cc1 (configuration not stated)
  FadD28 FP inh: -1.4
  BioA inh: 0.2
  Mtb UGM inh: 2.5
  TcdB GH inh: 1.2
  GDH-TPI inh: 3
  Y pestis TopoI: -3
  Mtb FBA inh: 2
  PfHsp40 rescue: -0.1
  BH1578 lux ind: i

# (next part)
SMILES,FadD28 FP inh,BioA inh,Mtb UGM inh,TcdB GH inh,GDH-TPI inh,Y pestis TopoI,Mtb FBA inh,PfHsp40 rescue,BH1578 lux ind
CC1CCCCN1CC(=O)Nc1ccc2c(c1)OCO2 (configuration not stated),-2.8,-0.9,-2.9,1.0,-11,1,1,-0.2,6.2
C=CCc1cc(/C=C/c2nc(O)c([N+](=O)[O-])c(=O)[nH]2)cc(OC)c1O,0.6,/,3.3,-5.7,12,-3,-13,0.4,i
COc1cccc(NC(=O)c2cccnn2)c1,/,-1.4,-0.8,1.2,9,-3,-3,-0.7,i
O=C(Nc1ccccc1N1CCCCC1)c1ccc(-c2cccc(Cl)c2)o1,-0.7,2.4,-0.8,-3.0,8,8,0,-0.6,i
Cc1ccc([N+](=O)[O-])cc1-c1[nH]c(-c2ccc(O)c(O)c2)nc1-c1ccccc1,13*,-0.7,-0.6,/,21,1,-3,0.8,25*
CC(=O)c1cccc(OCc2cc(C(=O)NC3CCN(Cc4ccccc4)CC3)no2)c1,-1.2,-1.6,1.0,1.0,7,16,2,0.0,-0.2
O=c1oc2ccccc2c(Nc2cc3ccccc3cc2O)c1[N+](=O)[O-],0.5,/,-0.2,2.9,17,4,0,4.6,-0.5
CCOC(=O)C1(CCC(C)C)CC(CSc2nc3ccccc3[nH]2)OC1=O (configuration not stated),-0.7,2.1,2.9,/,7,24,0,6.4,i
Cc1ccc2ncccc2c1NS(=O)(=O)c1ccccc1,-3.1,-0.7,2.4,/,6,-11,2,-1.3,-0.3
COc1cc(-c2ccc(NC(=O)c3ccc(C)cc3)c(OC)c2)ccc1NC(=O)c1ccc(C)cc1,-1.0,/,/,/,10,-1,3,-1.1,1.6
CCCn1c(O)c(N=N)c2ccccc21,-1.5,-0.3,-1.6,0.1,2,-9,-5,1.4,+
COc1ccc2c(c1)CN(C)S(=O)(=O)c1ccccc1-2,-3.4,1.4,/,1.7,-1,-3,10,-0.3,i
O=C(Nc1ccccc1N1CCCCC1)c1ccc2nccnc2c1,-1.5,1.3,1.7,/,11,9,7,5.2,2.6
CSCCC(NC(=O)c1ccccc1Br)C(=O)NCC(C)(C)N1CCOCC1 (configuration not stated),-4.0,-0.1,-4.0,1.1,0,-2,-1,0.3,-1.4
N#Cc1ccc(C#Cc2ccc3oc4ccccc4c(=O)c3c2)cc1,-0.8,0.9,-0.4,1.0,8,-2,2,-0.4,-0.4
COC(=O)C1(CCSC)NC(c2ccc(O)cc2)C2C(=O)N(c3ccc4c(c3)OCCO4)C(=O)C21 (configuration not stated),-0.4,1.3,-0.3,/,-1,2,7,-0.2,-0.3
CCC1Oc2ccccc2N(CC(=O)Nc2ccc(OC)cc2OC)C1=O (configuration not stated),-0.3,-1.0,-3.1,/,4,7,0,1.8,1.0
CN(C)C(CNC(=O)CCNC(=O)c1ccc(Cl)cc1)c1ccco1 (configuration not stated),-2.5,0.1,0.8,0.9,-6,4,1,2.2,-1.4
C=C(c1ccc2nc(NC(=O)OC)[nH]c2c1)c1cccs1,-0.1,/,/,0.6,-5,6,2,2.5,11
Cn1ccc(C(=O)Nc2sc3c(c2C(N)=O)CCCCC3)n1,-1.5,-1.0,1.0,2.3,2,0,0,0.8,-0.2
Nc1nnc(SCC(=O)OCC(=O)Nc2ccc(Br)cc2)s1,-3.2,0.2,-1.1,1.3,-1,-8,3,0.3,-3.1
Cc1ccc(-n2c(C)cc(=O)cc2C)cc1[N+](=O)[O-],-3.4,-1.3,1.4,-0.8,1,0,0,1.4,25*
CC1O[C@@H](O[C@H](C)CC/C=C/C(=O)O)C(O)C[C@H]1O (some centres not stated),-0.4,-5.3,-1.0,0.8,13,-8,5,0.6,-0.5
COc1ccc(CN2CCN(C(=O)CC(C)C)CC2)cc1OC,-0.6,-0.3,3.2,/,-6,-1,2,-2.4,/
CCOc1ccc(CN2CCN(C(=O)Cc3ccccc3)CC2)cc1,-0.2,0.4,5.3,-0.2,9,11,1,0.5,0.6
O=[N+]([O-])c1ccc(C2=Nn3c(Cn4nnc5ccccc54)nnc3SC2)cc1,0.0,1.0,-2.4,-0.4,5,2,0,1.6,i
CSc1ncc(Cl)c(C(=O)O)n1 (tested in a mixture with another compound),-4.0,1.3,3.0,/,-5,-3,-2,0.6,3.0
CC(CCN1CCN(CCO)CC1)c1ccccc1 (configuration not stated),-0.1,-1.6,3.5,0.5,10,-1,-2,0.2,0.6
Cc1ccc(S(=O)(=O)N2CCCC2C(=O)NC2CCCCC2)cc1 (configuration not stated),-3.2,-1.5,-1.7,/,-1,-10,4,-0.3,i
O=C(CC1CCCCC1)N=C1SC2CS(=O)(=O)CC2N1c1ccccc1 (configuration not stated),-3.1,-1.2,-2.4,1.5,-4,3,-3,1.4,i
O=C1CC2C(=O)NCCN2C(=NC(=O)c2ccc(Cl)cc2)N1 (configuration not stated),-3.5,/,6.2,1.0,-6,3,-3,-0.2,-0.4
Cc1ccc(S(=O)(=O)N2CCC(C(=O)NC3CCCCC3C)CC2)cc1 (configuration not stated),-3.1,0.1,0.0,2.7,-8,-5,-1,-0.6,i
CCC(C)Sc1ccc([C@H]2N[C@@](Cc3ccccc3)(C(=O)OC)[C@H]3C(=O)N(CC)C(=O)[C@@H]23)cc1 (some centres not stated),-1.6,0.6,2.5,0.2,0,16,2,8.4,1.6
O=S(=O)(Nc1ccccc1Cl)c1ccc(NS(=O)(=O)c2cccs2)cc1,/,-0.3,-3.1,-0.6,13,0,1,0.0,-0.6

# Nothing new here: entries from further up.
SMILES,FadD28 FP inh,BioA inh,Mtb UGM inh,TcdB GH inh,GDH-TPI inh,Y pestis TopoI,Mtb FBA inh,PfHsp40 rescue,BH1578 lux ind
CC(CCN1CCN(CCO)CC1)c1ccccc1 (configuration not stated),-0.1,-1.6,3.5,0.5,10,-1,-2,0.2,0.6
Cc1ccc(S(=O)(=O)N2CCCC2C(=O)NC2CCCCC2)cc1 (configuration not stated),-3.2,-1.5,-1.7,/,-1,-10,4,-0.3,i
O=C(CC1CCCCC1)N=C1SC2CS(=O)(=O)CC2N1c1ccccc1 (configuration not stated),-3.1,-1.2,-2.4,1.5,-4,3,-3,1.4,i
O=C1CC2C(=O)NCCN2C(=NC(=O)c2ccc(Cl)cc2)N1 (configuration not stated),-3.5,/,6.2,1.0,-6,3,-3,-0.2,-0.4

# Compound activity deposited in PubChem BioAssay by several laboratories.
